LYPLA2 inh – counter-screen for PME1 inhibitors: inhibitors of human LYPLA2; O95372; inhibition, % at 5.9 µM; 320,000 tested, 0.38% active; recombinant LYPLA2, FP-Rh probe fluorescence polarization;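 active = inhibition above the screen-wide mean plus 3 SD, limit set per campaign, cut at about 26% in these data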;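 note: 0% = LYPLA2 with DMSO and 100% = wells lacking LYPLA2 enzyme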
Target sequence (O95372 whole entry, looked up): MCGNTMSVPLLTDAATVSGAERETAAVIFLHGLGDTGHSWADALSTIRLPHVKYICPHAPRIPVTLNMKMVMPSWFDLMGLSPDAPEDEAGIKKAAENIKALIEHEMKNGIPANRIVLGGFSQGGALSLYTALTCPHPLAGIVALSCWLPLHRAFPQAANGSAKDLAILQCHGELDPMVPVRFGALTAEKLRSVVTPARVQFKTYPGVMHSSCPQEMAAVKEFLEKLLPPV
GSTO1 inh – counter-screen for RBBP9 inhibitors: inhibitors of human GSTO1 | P78417 | recombinant GSTO1, activity-based probe fluorescence polarization | inhibition, % at 5.96 µM | 300,000 tested, 1.1% active | AID 1974;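 active = inhibition above the campaign mean inhibition plus 3 SD, cut at about 35% in these data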;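 note: 0% = GSTO1-1 with DMSO and 100% = wells lacking GSTO1-1 enzyme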
Target sequence (P78417 whole entry, looked up): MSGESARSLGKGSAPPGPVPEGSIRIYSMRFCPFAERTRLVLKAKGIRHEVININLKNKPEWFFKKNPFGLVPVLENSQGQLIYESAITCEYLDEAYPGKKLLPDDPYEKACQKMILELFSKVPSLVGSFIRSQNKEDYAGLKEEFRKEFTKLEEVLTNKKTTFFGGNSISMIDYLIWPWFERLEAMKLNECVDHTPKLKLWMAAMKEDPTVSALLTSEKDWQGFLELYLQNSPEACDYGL
PREPL inhibitor – inhibitors of human prolyl oligopeptidase-like enzyme PREPL. recombinant PREPL, fluorescence polarization activity-based probe. 320,000 tested, 0.68% active. inhibition, % at 5.96 µM. AID 2751; in the data active = inhibition above about 43%;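 note: 0% = enzyme with DMSO and 100% = wells lacking enzyme; many of its hits are not listed in these tables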
PAFAH1B2 inh – inhibitors of human PAFAH1B2; P68402; recombinant PAFAH1B2, FP-rhodamine activity probe, fluorescence polarization; inhibition, % at 3.39 µM; 340,000 tested, 1.2% active;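 active = inhibition above the mean of all tested compounds plus 3 SD, cut at about 24% in these data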;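 note: 0% = enzyme with DMSO and 100% = wells lacking PAFAH1B2; many of its hits are not listed in these tables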
PAD4 inh – blocks human protein arginine deiminase 4 | Q9UM07 | recombinant PAD4, RCA probe fluorescence polarization | inhibition, % at 6.36 µM | 330,000 tested, 0.41% active | AID 485272;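 active = percent inhibition above a cutoff equal to the mean of all tested compounds plus 3 SD, cut at about 15% in these data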;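 note: 0% = PAD4 with RCA probe and DMSO and 100% = probe without PAD4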
LYPLA1 counter – LYPLA1 (human) inhibition in PME1 counter-screen. inhibition, % at 5.9 µM. 320,000 tested, 0.16% active. O75608. recombinant LYPLA1, FP-Rh probe fluorescence polarization;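 active = inhibition above the mean of all tested compounds plus 3 SD, set per campaign, cut at about 14% in these data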;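 note: inhibitors block serine hydrolase probe labeling of LYPLA1 so polarization falls; 0% = enzyme with DMSO and 100% = wells lacking LYPLA1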
Target sequence (O75608 whole entry, looked up): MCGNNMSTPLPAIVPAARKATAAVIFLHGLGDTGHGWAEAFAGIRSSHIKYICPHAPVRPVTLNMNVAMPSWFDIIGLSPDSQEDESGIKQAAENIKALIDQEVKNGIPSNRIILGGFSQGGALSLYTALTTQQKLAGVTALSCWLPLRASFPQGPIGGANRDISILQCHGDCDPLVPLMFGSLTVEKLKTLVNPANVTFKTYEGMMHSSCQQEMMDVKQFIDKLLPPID
PME-1 primary – blocks human protein phosphatase methylesterase 1; Q9Y570; recombinant PME-1, FP-Rh probe fluorescence polarization; inhibition, % at 5.9 µM; 320,000 tested, 0.53% active; AID 2130;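 active = inhibition above the campaign mean of all compounds plus 3 SD, cut at about 26% in these data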;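 note: competitive labeling of PME-1 active site by serine hydrolase directed probe; 0% = PME-1 with DMSO and 100% = wells lacking PME-1 enzyme; inhibitors block probe labeling so polarization falls and inhibition rises; many of its hits are not listed in these tables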
pPAFAH inh – inhibitors of human plasma PAF acetylhydrolase (pPAFAH); inhibition, % at 3.39 µM; Q13093; recombinant pPAFAH, FP-rhodamine probe fluorescence polarization; 330,000 tested, 1.5% active;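 active = inhibition above the mean inhibition across the screen plus 3 SD, cut at about 25% in these data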;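 note: inhibitors block binding of the rhodamine activity-based probe so polarization drops; 0% = enzyme with DMSO and 100% = wells lacking pPAFAH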
PAFAH1B3 inh – inhibitors of human PAFAH1B3. Q15102. recombinant PAFAH1B3, FP-rhodamine probe, fluorescence polarization. inhibition, % at 3.39 µM. 340,000 tested, 0.28% active;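 active = inhibition above the screen-wide average of all tested compounds plus 3 SD, cut at about 25% in these data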;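 note: 0% = enzyme with DMSO only and 100% = wells lacking PAFAH1B3 protein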
Target sequence (Q15102 whole entry, looked up): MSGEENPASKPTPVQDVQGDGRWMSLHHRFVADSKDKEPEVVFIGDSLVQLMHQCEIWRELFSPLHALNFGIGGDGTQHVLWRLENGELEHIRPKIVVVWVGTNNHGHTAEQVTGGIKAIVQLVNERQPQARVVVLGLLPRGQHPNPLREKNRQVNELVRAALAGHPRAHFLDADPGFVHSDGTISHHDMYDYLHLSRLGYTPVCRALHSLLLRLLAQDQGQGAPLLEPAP
Active calls of the source: *; / = not tested or not shown. These rows are one share of the data, so the mix of outcomes need not match the whole.

SMILES	LYPLA2 inh	GSTO1 inh	PREPL inhibitor	PAFAH1B2 inh	PAD4 inh	LYPLA1 counter	PME-1 primary	pPAFAH inh	PAFAH1B3 inh
COc1ccc([N+](=O)[O-])cc1N(CC(=O)NCC1CCCO1)S(C)(=O)=O (configuration not stated)	2	3	-3	0	-3	6	-1	2	8
O=C(COc1ccc(-c2nnco2)cc1)Nc1c(F)cccc1F	3	4	0	7	1	-2	-2	2	-6
O=C(Oc1ccc(-c2nnco2)cc1)c1ccc(F)c(S(=O)(=O)N2CCOCC2)c1	4	4	2	5	0	0	-5	-4	11
CCCC[C@H](CC(=O)c1ccccc1)[C@@H](OC(C)=O)C(=O)Oc1c(C(C)C)cccc1C(C)C	-2	/	-1	2	-1	-3	-4	1	8
Cc1cc(C(=O)N2CCN(S(C)(=O)=O)CC2)cs1	1	1	0	1	-1	-2	-5	-2	2
COc1ccc(S(=O)(=O)N2CCN(CCc3ccccc3)CC2)cc1	-1	7	-39	0	-3	1	0	-1	3
O=C(CC1CCCCC1)Nc1ncn[nH]1	0	7	0	1	1	2	0	3	5
c1cncc(CSc2nnc3ccc(-c4cccs4)nn23)c1	5	4	3	1	-2	0	5	-6	6
Cc1c(NC(=O)CN2c3cccc4cccc(c34)S2(=O)=O)c(=O)n(-c2ccccc2)n1C	0	5	3	4	-3	-1	1	2	1
O=C(NC(=S)Nc1ccc(-c2nc3ncccc3o2)cc1)c1ccccc1F	-5	3	-9	-2	-1	-4	5	-5	13
Cc1cc(C)nc(NC(=O)c2ccc(C)c(C)c2)n1	-1	0	-1	-3	0	-1	2	5	3
CC(C)(C)NCCOCCOc1ccc(Cl)cc1C(C)(C)C	0	11	11	1	-1	-1	2	-3	4
O=C(CSc1nnc2n1CCCCC2)Nc1ccc(N2CCOCC2)cc1	3	-1	17	3	1	-1	-2	3	-1
COC(=O)c1sccc1NS(=O)(=O)c1ccccc1	5	4	-2	2	-2	5	-1	3	5
C=CCOc1ccccc1CN1CCCC(CCC(=O)N(C)CCc2ccccn2)C1 (configuration not stated)	4	10	11	7	-4	1	-5	1	2
COc1cccc(NC(=O)CSc2nnc(CN3CCOCC3)n2C)c1	-6	-1	4	4	-1	0	2	1	9
Cc1ccc(NC(=O)COC(=O)CCc2c(C)nc3ncnn3c2C)cc1	/	/	23	-1	0	/	/	-3	3
CCN(CC)S(=O)(=O)c1ccc2c(c1)c(=O)c(C(=O)N1CCN(c3ccccn3)CC1)cn2C	-10	-1	11	2	20*	-4	3	2	0
CC(=O)Nc1ccccc1C(=O)C(=O)Nc1ccccc1	1	-1	17	3	-4	-1	-3	-2	7
CCOC(=O)c1cc(NC(=O)N(C(C)C)C(C)C)c(C)nc1C	2	1	20	1	-4	4	4	-2	-3
COc1ccc(NS(=O)(=O)c2cn(C)nc2C)cc1	3	2	1	-1	-6	3	4	-2	3
COc1ccc(C2C(C(C)=O)=C(O)C(=O)N2C)c(OC)c1 (configuration not stated)	3	0	8	4	-16	1	-4	1	-2
Cc1ccc(S(=O)(=O)N(C)C)cc1-n1c(SCC(=O)Nc2ccc(F)c(F)c2F)nc2ccccc2c1=O	-5	-2	19	1	-1	-3	5	1	7
Cc1cccc(OCc2nnc(NC(=O)Cc3cccs3)s2)c1	-1	3	13	7	-12	2	0	0	6
Cc1ccc(-n2ncc(C#N)c2/N=C/N(C)C)cc1	7	2	0	-1	-4	-4	5	5	13

(continued)
SMILES	LYPLA2 inh	GSTO1 inh	PREPL inhibitor	PAFAH1B2 inh	PAD4 inh	LYPLA1 counter	PME-1 primary	pPAFAH inh	PAFAH1B3 inh
O=C(Cn1ccc2ccccc2c1=O)NCC(=O)N1CCN(c2ccc(F)cc2)CC1	3	3	-1	5	-1	0	4	2	-10
CC(OC(=O)/C=C/c1ccccc1)C(=O)Nc1ccc2c(c1)OCCO2 (configuration not stated)	0	/	8	3	-4	-1	1	4	12
CCN(CC(=O)NCc1ccc(Cl)cc1)C(=O)/C=C/c1cccs1	-2	-8	-25	20	-3	-1	0	0	16
CC(=O)c1c(C)[nH]c(C(=O)NCc2ccco2)c1C	-1	-12	7	2	-3	-5	3	2	-2
O=C(COc1ccccc1F)NNC(=O)c1ccc(F)c(S(=O)(=O)N2CCOCC2)c1	/	/	4	-1	-2	/	/	-4	3
COc1ccc(-c2cc(C(=O)OCC(=O)c3c(N)n(C)c(=O)n(C)c3=O)c3ccccc3n2)cc1	-4	11	-6	-28	1	-4	1	-6	-64
CCOc1ccc(OCC)c(NC(=O)CN2CCN(c3cccc(C)c3)CC2)c1	1	-5	31	-5	1	4	3	9	-3
COC(=O)c1cc(Br)c(=O)n(-c2nccs2)c1	4	-1	-11	-1	0	2	-5	2	4
CCCCOc1c(Br)cc(/C=N/O)cc1OCC	-1	-2	-4	-4	-9	0	-11	8	8
O=C(Cn1nc(-c2ccc(Cl)cc2)c2ccccc2c1=O)NCC1CCCO1 (configuration not stated)	-3	-2	0	3	1	1	0	2	9
Cc1ccc(C)c(NC(=O)CSc2nnc(-c3ccncc3)o2)c1	-3	1	0	/	1	0	2	0	/
CC(C)C1CC(c2ccccc2)(C(CN)CO)CCO1 (configuration not stated)	-5	-6	20	-2	2	-2	-2	-2	-1
COC(=O)Nc1sc2c(c1C(=O)NC1CC1)CCCCCC2	0	-1	1	7	-7	4	2	5	4
CCOC(=O)c1ccc(-c2c(-c3ccc(OC)cc3)oc(=O)c3cc(OC)c(OC)cc23)cc1F	-2	/	12	5	1	0	-1	0	16
O=C(CSc1nnc(COc2ccccc2Cl)o1)Nc1ccccc1	-3	/	-12	11	2	2	-4	1	7
Cc1cc(NC(=O)C2CC2)ncc1NC(=O)c1ccccn1	5	3	6	2	-1	5	-3	-4	2
COC(=O)c1cc(S(=O)(=O)N2CCN(c3cccc(Cl)c3)CC2)c[nH]1	5	-1	-7	1	-4	3	0	0	-6
CCN(CC)CCN1C(=O)c2oc3ccccc3c(=O)c2C1c1cccc(Br)c1 (configuration not stated)	9	4	-38	0	3	3	0	4	4
CCn1cc(C(=O)N2CC=C(c3ccccc3)CC2)c(=O)c2ccc(C)nc21	5	-4	8	2	-1	1	3	-5	6
CCC(O)C1CCN(C(=O)c2cc(COc3ccc4ncccc4c3)on2)CC1 (configuration not stated)	4	1	-1	/	-4	5	-1	1	/
COc1ccc(-c2ccc3c(N)c(C(=O)c4ccc(OC)c(OC)c4)sc3n2)cc1	-2	22	1	0	-4	-6	-6	5	1
Cc1cc(C)c2c(N)c(C(=O)c3ccc(Cl)cc3Cl)sc2n1	1	1	8	9	4	0	6	7	13
O=C(NCCCN1CCCC1)c1ccc2c(c1)N(Cc1ccccc1)CCS2	18	3	42	3	-6	3	-4	12	0
CCCCOc1ccc(NC(=O)CN2CCN(C(=O)OCC)CC2)cc1	7	-7	-7	1	-2	5	2	7	-9
CCCn1nnnc1SCC(=O)NC1CCCC1	-3	-2	-5	7	-2	-1	-1	-1	-4

More results
SMILES	LYPLA2 inh	GSTO1 inh	PREPL inhibitor	PAFAH1B2 inh	PAD4 inh	LYPLA1 counter	PME-1 primary	pPAFAH inh	PAFAH1B3 inh
Cc1cccc2cc(CNC3CCCC3)c(Cl)nc12	0	-6	-12	6	-4	1	-4	2	1
COc1cc(/C=N/NC(=O)C(=O)NCc2ccco2)cc(Cl)c1O	-2	1	-3	-2	-2	-1	7	11	4
O=C(c1c(F)c(F)c(F)c(F)c1F)N1CCN(Cc2ccc3c(c2)OCO3)CC1	-1	8	11	5	2	-1	-4	2	-1
CC(C)(C)n1nnnc1CN(Cc1ccc(F)cc1)Cc1ccco1	3	-5	19	11	-3	5	5	0	2
O=C(NC1C2CC3CC(C2)CC1C3)C1CC1 (configuration not stated)	-2	-1	-5	6	1	-1	-4	2	8
COc1ccc(CNC(=O)COC(=O)c2ccc(Br)o2)cc1	-3	/	3	-2	-3	-2	-4	2	0
COc1ccc(NCC(=O)Nc2ccccc2C#N)cc1Cl	0	1	-7	3	0	-1	-5	5	-4
CC(=O)c1ccc(N2CCN(C(=O)Nc3ccc(C(C)C)cc3)CC2)cc1	48*	0	6	6	2	3	5	5	5
CCc1ccccc1NC(=S)N(CCc1ccncc1)C(C)C	3	-11	-5	5	-1	3	-7	2	10
CCc1ccccc1NC(=O)CN1CCC(NC(=O)COC)CC1	-1	5	9	5	-6	0	4	2	0
CN(CC(=O)Nc1cccc(F)c1)C(=O)CCCc1nc2ccccc2c(=O)[nH]1	1	12	11	3	2	-3	3	2	10
Nc1cc(N)nc(SCC(=O)N2CCN(S(=O)(=O)c3ccccc3)CC2)n1	-7	5	-29	1	7	-4	-1	-1	7
Cc1nccn1-c1ccc(C=O)cc1	-3	3	2	12	3	-1	0	0	11
Cc1cc(C)c(S(=O)(=O)Nc2ccc3[nH]c(=O)[nH]c3c2)c(C)c1	-3	-13	-20	2	0	1	-3	2	7
CCC1(C)Cc2ccccc2-c2nc[nH]c(=O)c21 (configuration not stated)	4	-2	-2	5	6	0	6	1	2
CC(=O)c1ccc(N(C)C)cc1	-1	5	5	2	-6	-1	2	3	0
NC(=O)CCN(C1CCCCC1)S(=O)(=O)c1cccc2nsnc12	1	-4	-2	2	-4	-1	0	-1	2
CCOC(=O)Cn1c(=O)oc2cc(S(=O)(=O)Nc3cccc(C)c3)ccc21	5	5	-29	3	-1	0	4	26*	-6
O=C(NCC(c1cccs1)N1CCOCC1)c1cn(-c2ccccc2)nc1-c1ccccc1 (configuration not stated)	2	/	10	6	2	-2	-9	1	8
COc1ccc(C(c2nnnn2CS(=O)(=O)c2ccc(C)cc2)N2CCN(c3ncccn3)CC2)cc1 (configuration not stated)	-2	5	-13	-5	-2	2	3	2	0
CCCC1CC(C)(c2csc(Nc3ccc(OCC)cc3)n2)OC1=O (configuration not stated)	2	7	10	3	6	-1	1	12	-1
CSCc1ccc(C(=O)NCc2ccc(C)cc2)cc1	3	1	4	3	-4	3	1	-1	6
COc1ccc(C2NCCc3c2[nH]c2ccccc32)cc1CSc1nc2ccccc2s1 (configuration not stated)	-6	-19	40	-2	2	-5	1	3	9
CCOc1c(Cl)cc(CNCc2ccccn2)cc1OC	7	-6	-5	3	3	3	1	0	3
COc1ccc2ccccc2c1C1NC(=O)NC(C)=C1[N+](=O)[O-] (configuration not stated)	-8	1	2	8	-1	-3	1	5	9

Next section:
SMILES	LYPLA2 inh	GSTO1 inh	PREPL inhibitor	PAFAH1B2 inh	PAD4 inh	LYPLA1 counter	PME-1 primary	pPAFAH inh	PAFAH1B3 inh
O=C(c1ccco1)N1CCN(S(=O)(=O)Cc2ccc(Cl)cc2)CC1	2	3	-3	3	-1	0	-2	15	-5
Cc1sc(NC(=O)C2CCCO2)c(C(N)=O)c1C (configuration not stated)	5	5	3	5	-4	-1	1	2	0
O=C(N/N=C/c1ccc2c(c1)OCO2)C(=O)Nc1ccccc1	8	-5	3	5	-3	5	-2	6	4
Cc1ccc(CCP(=O)(O)CN2CCOCC2)cn1	2	6	0	2	-3	-1	2	0	-2
O=C(CSc1nnc(C2CC2)n1C1CC1)c1ccc(F)cc1	-3	/	4	5	-5	-1	1	0	16
CCN(CC)S(=O)(=O)c1cccc(C(=O)N2CC(O)CC2C(=O)O)c1 (configuration not stated)	10	8	9	4	3	8	4	6	1
O=C1C(=O)N(CCCn2ccnc2)C(c2ccc([N+](=O)[O-])cc2)/C1=C(\O)c1ccc2c(c1)OCCO2 (configuration not stated)	-3	/	21	-5	-6	-1	4	-1	7

Bioassay records deposited in PubChem by The Scripps Research Institute Molecular Screening Center.
